Source: PubChem (Broad Institute)
EWS-Fli inh: EWS/Fli-driven NR0B1 reporter inhibitors, primary screen, A673 cells, NR0B1 luciferase, luminescence, MLPCN library | viability-normalised | inhibition, % at 12.6 µM | actives 0.67% (n = 350,000) | AID 651661, 2012;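 active = mean inhibition of at least 50% after viability correction, with every replicate also passing that limit; inconclusive = mean reaches 50% but only one of two replicates passes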;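 also: firefly luciferase signal divided by Alamar Blue viability fluorescence both relative to DMSO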
DENV2 CPE rescue: inhibitors of DENV2 cytopathic effect, primary screen, cell-based, plate reader, single concentration; DENV2-infected cells, cytopathic effect rescue; AID 651640, 2012; actives 1.7% (n = 350,000); CPE inhibition, % at 9.99 µM; in the data active = CPE inhibition above about 20%, passing the limit was not always enough; inconclusive = no clear call, values can overlap the other calls; tested in BHK-21 cells;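 also: 0% = median of neutral control wells and 100% = median of positive control wells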
F508del corr: F508del CFTR correction, initial screen, CFBE line, single point; CFBE cells, YFP halide quenching; stimulated with forskolin plus potentiator P3; % fluorescence drop versus neutral controls; activity (quench increase), % at 7.58 µM; actives 0.36% (n = 350,000); AID 720511, 2013;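 active = mean added fluorescence quench of at least 8% versus neutral control, with both replicates also reaching 8%; inconclusive = only one of the mean or replicate conditions met; inactive = mean below 8% and not both replicates reaching 8%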;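 also: cells transiently co-express mutant CFTR-F508del with the halide-sensitive YFP; corrector assay measuring rescue of mutant channel to the surface after 24 h compound exposure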
INS-1E GSIS act: GLuc luminescence reporter in INS-1E cells, primary screen for activators of glucose-dependent secretion of insulin; AID 743287, 2014; actives 0.61% (n = 370,000); INS-1E GLuc reporter insulin secretion, 2-3 h; activation, % at 16.6 µM;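 active = lowest replicate activation of at least 40%, so every replicate reaches that level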;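 also: 0% = median of neutral control wells and 100% = median of IBMX positive control wells; some compounds called inactive have numbers as strong as hits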
miR-122 sensor: miR-122 Renilla sensor signal increase in Huh7, primary screen, miR-122 inhibitor project, cell-based, single point, plate reader; Huh7 miR-122 Renilla luciferase sensor, 48 h; neutral wells = 0, positive control = 100; actives 0.3% (n = 340,000); activation (reporter increase), % at 12.5 µM; AID 602342, 2012;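 active = mean replicate activation score at least 90 and every replicate individually at or above 90; inconclusive = only one of the two criteria met; inactive = neither criterion met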;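 also: higher luciferase means less miR-122 activity so hits act as miR-122 inhibitors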
FN deposit inh: inhibitors of fibronectin matrix deposition, primary screen, AH1F cells, Alexa488-fibronectin fluorescence, plate reader. actives 0.086% (n = 350,000). inhibition, % at 12.6 µM. AID 743247, 2014. AH1F fibroblasts, overnight;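 active = mean inhibition across replicates of 30% or more, regardless of how many single replicates reach that level; inconclusive = mean under 30% yet at least half of replicates reach 30%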;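 also: positive control wells lacked labelled fibronectin entirely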
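test system = AH1F fibroblasts assembling fluorescent fibronectin matrix | quantity = 10000 AH1F cells per well | buffer or medium = DMEM plus 2% serum, read in PBS | doses = single dose, pinned | incubation = 1 h cell attachment, overnight exposure to compound and label | detection = fluorescence at 485 nm excitation, 525 nm emission | read-out basis = inhibition from reduced deposited-fibronectin fluorescence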
PAX8 reporter: inhibitors of PAX8-driven TPO luciferase reporter, primary screen, RMG-I cells, single concentration; SteadyGlo, 24 h; inhibition, % at 12.6 µM; actives 1.2% (n = 360,000);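 active = mean replicate inhibition at least 60% with every replicate also reaching 60%; inconclusive = only one of the two criteria is met; inactive = mean below 60% and not all replicates reaching 60%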;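 also: luciferase light reporting Pax8 driven TPO promoter activity; plate controls were median of neutral control wells for no effect and mitoxantrone controls for full effect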
The depositor's hits bear a star; ? = inconclusive; . = not tested or not shown; & = joins results of further samples; [ ] = another dose, or the depositor's remark. Rows are unselected (roughly 3.9% active in at least one column).

No. | structure | EWS-Fli inh | DENV2 CPE rescue | F508del corr | INS-1E GSIS act | miR-122 sensor | FN deposit inh | PAX8 reporter
1 | O=C(O)COc1ccccc1/C=N/NC(=O)C(O)c1ccccc1 (stereo not given) | 3.5 | 9.0 | 1.0 | 21.3 | -0.2 | 0.4 | -18.2
2 | COc1ccc(NS(=O)(=O)c2cc(Cl)ccc2Cl)cc1S(=O)(=O)N1CCCCC1 | 9.8 | -0.6 | . | -28.6 | . | 13.6 | 31.8
3 | CCc1nnc(NS(=O)(=O)c2ccc(NC(=O)COc3ccc(Cl)c(C)c3)cc2)s1 | 2.5 | 3.0 | . | 9.4 | -8.3 | . | 10.4
4 | CC(=O)c1ccc(-c2cccc([C@H]3[C@@H]4C=CC[C@@H](C)[C@@H]4C(=O)N3Cc3ccccc3)c2)cc1 | -5.0 | 4.1 | 2.2 | 49.4 | -6.9 | . | -21.5
5 | COCC(=O)N1CCC2(CC1)CN(C(=O)Nc1ccccc1F)[C@H](CO)c1c2c2ccc(OC)cc2n1C | -10.4 | 8.1 | 1.2 | 5.8 | . | . | .
6 | C[C@@H]1CN([C@H](C)CO)C(=O)Cc2cc(NS(=O)(=O)c3ccc(F)cc3)ccc2O[C@@H]1CN(C)S(=O)(=O)c1cccs1 | 1.3 | 12.5 | -1.3 | -3.0 | 5.2[16.7 µM] | . | -10.2
7 | CC(C)CC(=O)n1sc(NC(=O)c2ccccc2)nc1=O | 8.3 | 15.2 | -2.2 | -11.9 | 2.7 | . | .
8 | C[C@@H]1CN([C@H](C)CO)C(=O)Cc2cc(NC(=O)Cc3cn(C)c4ccccc34)ccc2O[C@@H]1CN(C)S(=O)(=O)c1ccccc1 | 5.3 | -14.8 | -1.3 | 5.2 | -3.6[16.7 µM] | . | 7.1
9 | CCc1c(C)nc(SCC(=O)Nc2nc(-c3ccc(OC)cc3)cs2)[nH]c1=O | 14.1 | . | 0.0 | -5.2 | -7.6 | -15.0 | 15.9
10 | COc1ccc2c3c(n(C)c2c1)[C@@H](CO)N(C(=O)NC(C)C)CC31CCN(CC2CCCCC2)CC1 | 2.4 | 10.3 | 1.3 | 12.3 | . | . | .

Next part:
No. | structure | EWS-Fli inh | DENV2 CPE rescue | F508del corr | INS-1E GSIS act | miR-122 sensor | FN deposit inh | PAX8 reporter
11 | CS(=O)(=O)N1CCCCN2[C@H](CO)[C@@H](c3ccc(Br)cc3)[C@@H]2C1 | -9.8 | -7.6 | 1.9 | 8.3 | 3.6[16.7 µM] | . | -2.1
12 | COc1ccc(C#Cc2ccc3c(c2)O[C@@H](CN(C)C(=O)NC2CCCCC2)[C@H](C)CN([C@@H](C)CO)S3(=O)=O)cc1 | 11.2 | -3.5 | 3.0 | -13.1 | 11.6[16.7 µM] | . | .
13 | CC(=O)OC1C=CN(C(C)=O)C(SC(C)(C)C)C1(C)O (stereo not given) | -2.2 | 8.4 | 2.5 | -11.5 | . | -1.1 | 3.4
14 | O=C(NC1CCCCC1)c1ccccc1NC(=S)NC(=O)C1CCC1 | . | . | . | 24.0 | . | -0.9 | 14.9
15 | COc1ccc(-c2cccc(-c3cc(=O)oc4ccc(C(C)(C)C)cc34)c2)cc1 | 9.6 | -3.0 | -1.3 | 9.8 | -5.7 | 0.6 | -6.7
16 | CO/N=C(\C(=O)O)c1csc(NN=C(C)C)n1 | 4.5 | 2.8 | -1.7 | 2.4 | 7.2 | -4.2 | 14.6
17 | Cc1ccccc1N1CCN(C2=NC(=O)/C(=C\c3cccs3)S2)CC1 | -17.3 | -3.4 | 4.3 | -24.8 | . | . | -96.8
18 | COc1ccc(S(=O)(=O)Nc2ccccc2)cc1 | 6.2 | -1.7 | -0.4 | 8.1 | . | 9.8 | 15.2
19 | CN(C[C@H]1[C@H](c2ccccc2)[C@@H](CO)N1Cc1ccccn1)S(C)(=O)=O | 2.3 | . | 1.2 | 8.5 | 50.0[16.7 µM] | -0.9 | 7.1
20 | COC(=O)C[C@H]1C=C[C@@H](NS(=O)(=O)c2ccc(OC)cc2)[C@@H](CO)O1 | -2.4 | 18.4 | 0.6 | 4.2 | . | 8.4 | -3.4

Records 10–19 from above:
No. | structure | EWS-Fli inh | DENV2 CPE rescue | F508del corr | INS-1E GSIS act | miR-122 sensor | FN deposit inh | PAX8 reporter
10 | COc1ccc2c3c(n(C)c2c1)[C@@H](CO)N(C(=O)NC(C)C)CC31CCN(CC2CCCCC2)CC1 | 2.4 | 10.3 | 1.3 | 12.3 | . | . | .
11 | CS(=O)(=O)N1CCCCN2[C@H](CO)[C@@H](c3ccc(Br)cc3)[C@@H]2C1 | -9.8 | -7.6 | 1.9 | 8.3 | 3.6[16.7 µM] | . | -2.1
12 | COc1ccc(C#Cc2ccc3c(c2)O[C@@H](CN(C)C(=O)NC2CCCCC2)[C@H](C)CN([C@@H](C)CO)S3(=O)=O)cc1 | 11.2 | -3.5 | 3.0 | -13.1 | 11.6[16.7 µM] | . | .
13 | CC(=O)OC1C=CN(C(C)=O)C(SC(C)(C)C)C1(C)O (stereo not given) | -2.2 | 8.4 | 2.5 | -11.5 | . | -1.1 | 3.4
14 | O=C(NC1CCCCC1)c1ccccc1NC(=S)NC(=O)C1CCC1 | . | . | . | 24.0 | . | -0.9 | 14.9
15 | COc1ccc(-c2cccc(-c3cc(=O)oc4ccc(C(C)(C)C)cc34)c2)cc1 | 9.6 | -3.0 | -1.3 | 9.8 | -5.7 | 0.6 | -6.7
16 | CO/N=C(\C(=O)O)c1csc(NN=C(C)C)n1 | 4.5 | 2.8 | -1.7 | 2.4 | 7.2 | -4.2 | 14.6
17 | Cc1ccccc1N1CCN(C2=NC(=O)/C(=C\c3cccs3)S2)CC1 | -17.3 | -3.4 | 4.3 | -24.8 | . | . | -96.8
18 | COc1ccc(S(=O)(=O)Nc2ccccc2)cc1 | 6.2 | -1.7 | -0.4 | 8.1 | . | 9.8 | 15.2
19 | CN(C[C@H]1[C@H](c2ccccc2)[C@@H](CO)N1Cc1ccccn1)S(C)(=O)=O | 2.3 | . | 1.2 | 8.5 | 50.0[16.7 µM] | -0.9 | 7.1

Of the compounds above, these have a thiophene ring, fused or not:
No. | structure | EWS-Fli inh | DENV2 CPE rescue | F508del corr | INS-1E GSIS act | miR-122 sensor | FN deposit inh | PAX8 reporter
6 | C[C@@H]1CN([C@H](C)CO)C(=O)Cc2cc(NS(=O)(=O)c3ccc(F)cc3)ccc2O[C@@H]1CN(C)S(=O)(=O)c1cccs1 | 1.3 | 12.5 | -1.3 | -3.0 | 5.2[16.7 µM] | . | -10.2
17 | Cc1ccccc1N1CCN(C2=NC(=O)/C(=C\c3cccs3)S2)CC1 | -17.3 | -3.4 | 4.3 | -24.8 | . | . | -96.8

The listing continues.
No. | structure | EWS-Fli inh | DENV2 CPE rescue | F508del corr | INS-1E GSIS act | miR-122 sensor | FN deposit inh | PAX8 reporter
21 | O=C(C1CCN(S(=O)(=O)c2ccccc2)CC1)N1CCc2ccccc21 | -2.9 | 0.5 | -2.7 | 7.5 | . | 2.3 | .
22 | CCOc1ccc(C(=O)C(CN2CCOCC2)c2ccccc2)cc1 (stereo not given) | . | . | . | -9.0 | 7.9 | 20.3 | 96.8*
23 | COc1cccc(-c2ccc(CC[C@H]3O[C@H]4CC[C@H](CO)O[C@H]4C[C@@H]3NC(=O)c3cnccn3)cc2)c1 | 3.5 | ? | 0.3 | . | . | . | -4.5
24 | C[C@H](CO)N1C[C@H](C)[C@@H](CN(C)Cc2ccc(-c3ccccc3)cc2)Oc2c(NS(=O)(=O)c3cn(C)cn3)cccc2C1=O | 1.6&-13.7 | ? | 0.7&0.1 | 5.6&-2.1 | 7.5[16.7 µM] | -3.7 | 2.8&-16.2
25 | CCOC(=O)c1ccc(NC(=O)C(C)N2C(=O)c3ccccc3C2=O)cc1 (stereo not given) | -3.4 | -1.2 | 0.5 | 4.6 | . | . | .
26 | C[C@H]1CN([C@@H](C)CO)C(=O)c2cc(C#CC3CC3)cnc2O[C@@H]1CN(C)Cc1ccccn1 | 2.0 | 2.1 | 2.3 | 7.8 | -2.6[16.7 µM] | -6.5 | .
27 | CC(C)c1ccc(NC(=O)Nc2nc(C(C)N)cs2)cc1 (stereo not given) | 4.9 | -9.6 | 0.7 | -7.2 | -8.3 | 0.5 | 14.3
28 | CC1(C)CC(NC(=S)NC2CC2)CC(C)(C)N1 | 5.0 | -4.9 | -2.9 | 14.1 | 3.5 | -23.8 | 3.1
29 | COc1ccc(CCCC(=O)NC(C)c2ccccc2)cc1 (stereo not given) | 5.8 | -3.1 | . | -0.4 | 0.6 | 4.5 | 8.7
30 | CC(C)n1cc(/C=C/c2cc[n+](C)cc2)c2ccccc21 | 9.5 | -2.4 | 9.2* | -32.3 | -19.8 | -95.8 | 82.8*
31 | COC(=O)C[C@@H]1CC[C@H]2[C@@H](COC[C@@H](O)CN2S(=O)(=O)c2ccccc2OC)O1 | -6.8 | 2.6 | -1.7 | 8.5 | -4.5[16.7 µM] | -1.3 | -21.4

As entered above.
PAX8 reporter with #24 stands at 2.8&-16.2
FN deposit inh with #28 stands at -23.8
